Source: PubChem
FXIIa single: blocks human coagulation factor XIIa activity. 0.2% of 33,000 active. purified human FXIIa, AMC substrate fluorescence, 2 h. inhibition, % at 10 µM. P00748; in the data active = inhibition above about 30%;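 also: 0% = enzyme with vehicle only and 100% = no enzyme blank; many of its hits are not listed in these tables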
FXIa inh: inhibitors of human coagulation factor XIa. P03951. purified human FXIa, fluorogenic AMC substrate cleavage. inhibition, % at 10 µM. 0.3% of 33,000 active. AID 687;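 active = inhibition above 40% in the primary screen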;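 also: 0% = enzyme without compound and 100% = blank wells lacking enzyme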
Target sequence (P03951 19-387 limits assumed): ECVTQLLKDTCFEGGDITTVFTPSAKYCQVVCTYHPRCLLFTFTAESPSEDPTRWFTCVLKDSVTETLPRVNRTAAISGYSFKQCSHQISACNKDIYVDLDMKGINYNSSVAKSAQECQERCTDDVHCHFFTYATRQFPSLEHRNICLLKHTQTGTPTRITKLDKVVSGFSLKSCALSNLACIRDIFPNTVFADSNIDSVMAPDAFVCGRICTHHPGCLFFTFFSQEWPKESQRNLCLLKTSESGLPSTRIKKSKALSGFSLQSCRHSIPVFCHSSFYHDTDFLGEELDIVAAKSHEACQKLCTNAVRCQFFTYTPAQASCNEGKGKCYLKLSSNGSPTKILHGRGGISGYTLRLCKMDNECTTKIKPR
Target sequence (P03951 388-625 limits assumed): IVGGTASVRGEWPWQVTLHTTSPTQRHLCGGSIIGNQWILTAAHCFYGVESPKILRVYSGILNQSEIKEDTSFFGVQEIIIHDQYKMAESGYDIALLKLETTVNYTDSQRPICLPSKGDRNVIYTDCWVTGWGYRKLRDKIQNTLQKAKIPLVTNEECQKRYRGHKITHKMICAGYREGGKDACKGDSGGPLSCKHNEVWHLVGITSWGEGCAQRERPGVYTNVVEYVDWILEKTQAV
Starred values were filed as active, the others as inactive.

canonical_smiles | FXIIa single | FXIa inh
CCCCn1c(N)c(C(=O)NCc2cccs2)c2nc3ccccc3nc21 | -15 | -6
CC(=O)Nc1cc([As](=O)(O)O)ccc1O | 6 | 2
Cc1cccc(CN2CCN(CC(=O)N3CCC4(CC3)OCCO4)C2=O)c1 | -13 | 28
CC1(C)COC(Nc2ccc(Cl)cc2)=N1 | 1 | 3
CC(C)Sc1nnc([C@@H](N)Cc2ccccc2)o1 | 6 | -7
O=c1[nH]c(=S)n(CCC2=CCCCC2)c(O)c1C=NCc1cccnc1 | 8 | 7
CN1C2CCC1CC(OC(=O)c1cc(Cl)cc(Cl)c1)C2 (stereo not given) | 4 | -4
O=C(O)CCCc1ccc(N(CCCl)CCCl)cc1 | 6 | 0
CCN1CCN(c2ccc(NC(=O)C(C)C)cc2Cl)CC1 | -19 | 17
CCOP(=S)(OCC)c1ccc(N(C)C)cc1 | 6 | -3
COP(=O)(OC)C(O)C(Cl)(Cl)Cl (stereo not given) | 5 | 1
CN1CCN(Cc2cc(C(C)(C)C)c(O)c(C(C)(C)C)c2)CC1 | 7 | 10
CC1CN(C)C(C)(C)CC1(O)c1ccccc1 (stereo not given) | -5 | -4
N#Cc1cc2c(nc1SCC(=O)Nc1cc(Cl)ccc1Cl)C1CCN2CC1 | 4 | 3
CCOC(=O)Cn1cc(C(=O)c2ccccc2F)c2ccccc21 | -14 | 2
CN1CCN(c2ccc(NC(=O)Oc3ccccc3)cc2)CC1 | 8 | -6
Oc1c(Br)cc(Br)cc1CN1CCN(Cc2ccccc2)CC1 | -1 | -1
S=C1NCCN1 | 3 | 2
Nc1c(C(=O)NCCCc2ccccc2)c2nc3ccccc3nc2n1Cc1cccs1 | -11 | -16
COc1cccc(NC(=O)CN2CC(c3ccccc3)CC2=O)c1 (stereo not given) | -10 | -14
Cc1ccsc1-c1nc(CSCC(=O)N2CCC3(CC2)OCCO3)c(C)o1 | 7 | 5
COc1ccc(CCNC(=O)c2c(N)n(CCN3CCOCC3)c3nc4ccccc4nc23)cc1OC | -6 | 4
COc1cc(Cn2c(N)c(C(=O)NCc3ccco3)c3nc4ccccc4nc32)cc(OC)c1OC | -10 | 11
CCCCN1C(=O)C(C2c3ccccc3C(=O)N2Cc2ccccc2)C(=O)NC1=S (stereo not given) | 5 | -2
COc1ccc(OC(=O)N(C)C)c(CN(C)C)c1 | 1 | -6
CCOC(=O)c1c(-c2ccccc2)oc2ccc(OC(=O)N(C)C)cc12 | -1 | 3
CCOC(=O)c1c(NC(=O)c2c(N)n(CCCOC)c3nc4ccccc4nc23)sc2c1CCCC2 | -11 | 28
CCN(CC)CCCOC(=O)C(OC(C)C)(c1ccccc1)c1ccccc1 | 0 | 1
O=C(COc1ccccc1)N1CCN(C/C=C/c2ccccc2)CC1 | 5 | 3
CN(C)C(=O)Nc1cccc(OC(=O)N(C)C)c1 | 17 | -1
Cn1cccc1CNCCc1ccc(F)cc1 | -1 | -7
CCOC(=O)c1c(NC(=O)C(c2ccccc2)c2ccccc2)sc2c1C1CCN2CC1 | -12 | 37
CCOc1ccc(CC2C(=O)NC(=O)N(c3ccc(CC)cc3)C2=O)cc1 (stereo not given) | -14 | -15
CCN1CCN(C(=O)COc2ccc(S(=O)(=O)NC(C)C)cc2)CC1 | -4 | -4
NCC1(c2ccc3c(c2)OCCO3)CCCC1 | 5 | 1
Clc1cccc(Cl)c1C1N2CCCN12 (stereo not given) | 3 | 1
Cc1nc2cc(C(=O)N3CCC4(CC3)OCCO4)ccc2n1-c1cccc(F)c1 | 2 | 2
CC1(O)C[C@]2(C)N(O)C3CCCC[C@@H]3N2O1 (stereo not given in full) | 4 | 2
COc1ccc(N2CCN(C(CNC(=O)Oc3ccccc3)c3cccnc3)CC2)cc1 (stereo not given) | 2 | 1
O=C(Cn1ncc2c3ccccc3n(Cc3ccc(F)cc3)c2c1=O)N1CCC2(CC1)OCCO2 | -1 | 0
CN(C)C(=O)On1c(-c2ccccc2)nc2ccc(Cl)cc21 | 7 | 0
Cc1cc(C=O)c(C)n1C1CCCCC1 | 7 | -10
Cc1cccc(OC(=O)N2CCOCC2)c1 | 2 | -2
CC(C)Oc1ccc(C2C(C#N)=C(N)Oc3c2c(=O)oc2ccccc32)cc1 (stereo not given) | 6 | 11
Fc1ccc(C2=CCN(C(c3cccs3)c3nnnn3CCc3ccccc3)CC2)cc1 (stereo not given) | 5 | 5
CC(=O)OC1C2CCC1C(N1CCCC1)CC2 (stereo not given) | 4 | 6
Cn1c2ccccc2c2cnn(CC(=O)N3CCC4(CC3)OCCO4)c(=O)c21 | 10 | -3
CCN(CC)CCCOC(=O)C(OC)(c1ccccc1)c1ccccc1 | -6 | 1
O=c1[nH]c(CN2CCNCC2)nc2ccccc12 | 8 | -2
O=S(=O)(c1ccccc1)N1CCCCC1c1cccnc1 (stereo not given) | -15 | 27
CCc1c(C)nc(N)nc1N1N=C1SCC#N | -13 | 1
Cc1cccc(N=Cc2c(O)n(-c3ccccc3C)c(=O)[nH]c2=O)c1 | 10 | 2
Cc1nn(Cc2ccccc2)c(C)c1C(=O)OCC(=O)NCc1ccco1 | -2 | -12
Cc1cc2c(s1)NC(=O)CN=C2c1cccs1 | 2 | -8
O=C1NC(=O)C2(Cc3ccccc3N3CCCC32)C(=O)N1 (stereo not given) | 10 | -6
CC(C)(C)c1ccc(S(=O)(=O)N2CC3CC(C2)c2cccc(=O)n2C3)cc1 (stereo not given) | 0 | 3
c1ccc2c(c1)[nH]c1cnccc12 | -3 | 5
O=C(N/N=C1/CN2CCC1CC2)c1cccc(O)c1 | 6 | -1
COC(=O)c1cncn1C(C)c1ccccc1 (stereo not given) | 7 | 4
Cn1cccc1CNCCc1ccccc1 | -4 | -6

Additional records:
canonical_smiles | FXIIa single | FXIa inh
CC(N)Cc1c[nH]c2ccc(Cl)cc12 (stereo not given) | 4 | 7
CCOc1ccccc1N1C(=O)NC(=O)C(CCc2ccncc2)(CCc2ccncc2)C1=O | 3 | -2
O=C1NC(=O)[C@]2(Cc3ccccc3N3CCN(c4ccccc4)CC32)C(=O)N1c1ccccc1 (stereo not given in full) | 3 | -4
O=C(c1ccccc1)c1cn(CC(=O)N2CCCc3ccccc32)c2ccccc12 | 3 | 8
Nc1ccc(C2(c3ccc(N)cc3)CN3CCC2CC3)cc1 | 4 | -8
Cc1ccccc1C1=NCC(=S)Nc2ccc(Cl)cc21 | 4 | 1
CCCCCCn1c(O)c(C(C)=NC)c(=O)[nH]c1=O | 3 | 6
c1ccc(C(OCCN2CCNCC2)c2ccccc2)cc1 | -11 | 0
COC(=NC1CCCCC1)C(O)c1c[nH]c2ccccc12 (stereo not given) | 3 | -9
O=C1CN(C(=O)CN2CCCCC2)C(c2ccccc2)c2cc(Br)ccc2N1 (stereo not given) | 2 | 5
O=C1NC(=O)C(=Cc2cn(CCOc3ccc4c(c3)OCO4)c3ccccc23)C(=O)N1 | 4 | -6
CC(c1ccccc1F)n1cc(C(=O)Nc2ccc3nc[nH]c3c2)nn1 (stereo not given) | -4 | -5
COc1ccc(C2SCC(=O)Nc3c2c(C)nn3-c2ccccc2)cc1 (stereo not given) | 5 | 7
O=C(Cc1ccccc1)N1CCN(Cc2ccccn2)CC1 | 8 | -10
CCC(=NCCc1ccccc1)c1c(O)n(C2CCCCC2)c(=O)[nH]c1=O | 9 | -6
CN(C)C(=O)Oc1cccc(NC(=O)N2CCOCC2)c1 | 9 | 0
CCOC(=O)C(O)(c1ccc(N(CC)S(=O)(=O)c2ccc(C)cc2)cc1)C(F)(F)F (stereo not given) | 7 | -8
CCOC(=O)c1cc2c(cn1)[nH]c1ccccc12 | 5 | 8
CCOc1ccc(-n2c(O)c(C=NCCCn3ccnc3)c(=O)[nH]c2=O)cc1 | 1 | -9
CCCCn1c(O)c(C(CC)=NC(C)c2ccccc2)c(=O)[nH]c1=O (stereo not given) | -3 | -1
COc1ccc(CC(=O)N2CCN(C)CC2)cc1OC | -6 | 12
CCC(NC(=O)OC(C)(C)C)C(=O)Oc1cc(C)cc2oc(=O)c3c(c12)CCC3 (stereo not given) | -16 | -14
CCCC(=O)OCC[N+](C)(C)C | 1 | 7
CN1CCN(Cc2ccc(Br)s2)CC1 | 9 | -3
c1ccc(CNCCc2ccc3c(c2)OCO3)nc1 | 3 | -6
NCCCP(=O)(O)CCc1ccccc1 | 4 | 0
Cc1cccnc1-n1c(C)nc2ccccc2c1=O | 5 | -1
O=C(CN1CCOCC1)NCC(=O)Nc1ccc(Br)cc1C(=O)c1ccccc1 | -1 | -3
CC1CN(O)C2CCc3c(no[n+]3[O-])C12O (stereo not given) | 4 | -2
Cc1cc(Cl)ccc1OCC(=O)O | 3 | 2

Going on with the list:
Second line of a record – FXIIa single | FXIa inh
- CCN1CCN(C(=O)Cc2coc3cc(C)cc(C)c23)CC1
→ -13 | 0
- Cc1ccc(-n2c(O)c(C=NCc3cccnc3)c(=O)[nH]c2=O)cc1C
→ 4 | -2
- c1ccc2c(CNC3CCCCC3)c[nH]c2c1
→ 2 | -7
- O=P(c1ccccc1)(c1nc2ccccc2s1)N1CCOCC1 (stereo not given)
→ -12 | 34
- CC(=C1C(=O)c2ccccc2C1=O)N1CCN(CCN=Cc2c(O)n(C)c(=O)n(C)c2=O)CC1
→ -18 | 3
- CCC(C)NS(=O)(=O)c1ccc(OCC(=O)N2CCN(CC)CC2)cc1 (stereo not given)
→ 7 | -2
- CCCC1COC(Cn2cncn2)(c2ccc(Cl)cc2Cl)O1 (stereo not given)
→ -1 | -3
- CCOC(=O)CC1=C(C(=O)OCC)C2(C(=O)N1)C(C(=O)OC)=C(N)Oc1ccccc12 (stereo not given)
→ 7 | 6
- CN1CCN(c2ccccc2N)CC1
→ 1 | 2
- CN(C)CCCN=Cc1c(O)n(CCc2ccc(F)cc2)c(=O)[nH]c1=O
→ 2 | -14
- CCN1CCN(C(=O)COc2ccc3c(c2)C(=O)CC2(CCN(C(C)=O)CC2)O3)CC1
→ -3 | -4
- Cc1cc(C)c(NC2=NCCCS2)c(C)c1
→ -10 | 0
- c1ccc2c3c([nH]c2c1)CNCC3
→ 5 | 3
- Cc1cc(C)nc(NC2=NCCS2)n1
→ 7 | 1
- CCCCn1c(O)c(C(C)=NC(C)c2ccccc2)c(=O)[nH]c1=O (stereo not given)
→ -14 | -2
- C=CCC1(CN2CCCC2=O)C(=O)NC(=O)NC1=O
→ 5 | -4
- NC(=O)CN1C2CCC1CC(NC(=O)C1CC1)C2 (stereo not given)
→ 0 | 1
- CCCCn1c(O)c(C=NC2CC3CCC2(C)C3(C)C)c(=O)[nH]c1=O (stereo not given)
→ 1 | 5
- COc1ccc(C2SCC(=O)Nc3c2c(C)nn3C2CCOC(C)(C)C2)cc1OC (stereo not given)
→ 2 | 7
- COCCNC(=O)c1c(N)n(Cc2ccco2)c2nc3ccccc3nc12
→ -21 | -7

2 of these compounds, set out differently:
SMILES: Cc1cc(C)nc(NC2=NCCS2)n1
  FXIIa single = 7
  FXIa inh = 1
SMILES: CCCCn1c(O)c(C(C)=NC(C)c2ccccc2)c(=O)[nH]c1=O (stereo not given)
  FXIIa single = -14
  FXIa inh = -2

Next part
Second line of a record – FXIIa single | FXIa inh
- CCN1CCN(Cc2cc(Br)cc(OC)c2O)CC1
→ 10 | 5
- COc1cccc(-n2c(-c3ccoc3)nc3ccccc3c2=O)c1
→ -10 | 3
- CCCN(CC#CCOc1ccc(OC)cc1)CCC
→ 4 | 4
- COc1cc(NC(=O)CN2C3CCC2CC(O)(c2cccnc2)C3)cc(OC)c1 (stereo not given)
→ 6 | 9
- COC(=O)C(O)(c1ccc(N(C)C(=O)OC(C)C)cc1)C(F)(F)F (stereo not given)
→ 6 | -4
- CCc1c(C)nc(N)nc1N1N=C1SCC(N)=O
→ 7 | -6
- O=C(C1CC(=O)N(C2CCCCCCC2)C1)N1CCC2(CC1)OCCO2 (stereo not given)
→ -11 | -12
- CN(CC(=O)Nc1ccccc1-c1ccccc1)C1CCCCC1
→ 0 | -1
- O=C1CC(c2ccccc2)CC(O)=C1C=NCCN1CCN(C(=O)Cc2ccccc2)CC1 (stereo not given)
→ -11 | -15
- COc1cc(/C=N/NP(=S)(c2ccccc2)c2ccccc2)ccc1O
→ 7 | -2
- CCCC(C)n1[nH]c(=O)c2c1NC(=O)CSC2c1ccc(OC)cc1 (stereo not given)
→ 4 | -10
- COC(=O)c1ccc(-n2c(C)nc3ccccc3c2=O)cc1
→ 5 | -6
- Clc1ccc(C2N3CCCN23)c(Cl)c1 (stereo not given)
→ -12 | -13
- CCn1cc(C(=O)N2CCC3(CC2)OCCO3)c(=O)c2cc(S(=O)(=O)N3CCCC3)ccc21
→ 2 | -3
- CC(C)(C)c1nc(N2CCN(C(=O)c3ccco3)CC2)c2nnn(Cc3ccccc3Cl)c2n1
→ 5 | 2
- Nc1ccc(S(=O)(=O)N2CCCCC2c2cccnc2)cc1 (stereo not given)
→ 2 | -3
- Cc1cc(C=O)c(C)n1CC1CCCO1 (stereo not given)
→ -17 | 24
- CCOC(C(=O)OCCCN(CC)CC)(c1ccccc1)c1ccccc1
→ 4 | -4

In the list so far, these have a Cl atom:
Second line of a record – FXIIa single | FXIa inh
- CC1(C)COC(Nc2ccc(Cl)cc2)=N1
→ 1 | 3
- CN1C2CCC1CC(OC(=O)c1cc(Cl)cc(Cl)c1)C2 (stereo not given)
→ 4 | -4
- O=C(O)CCCc1ccc(N(CCCl)CCCl)cc1
→ 6 | 0
- CCN1CCN(c2ccc(NC(=O)C(C)C)cc2Cl)CC1
→ -19 | 17
- COP(=O)(OC)C(O)C(Cl)(Cl)Cl (stereo not given)
→ 5 | 1
- N#Cc1cc2c(nc1SCC(=O)Nc1cc(Cl)ccc1Cl)C1CCN2CC1
→ 4 | 3
- Clc1cccc(Cl)c1C1N2CCCN12 (stereo not given)
→ 3 | 1
- CN(C)C(=O)On1c(-c2ccccc2)nc2ccc(Cl)cc21
→ 7 | 0
- CC(N)Cc1c[nH]c2ccc(Cl)cc12 (stereo not given)
→ 4 | 7
- Cc1ccccc1C1=NCC(=S)Nc2ccc(Cl)cc21
→ 4 | 1
- Cc1cc(Cl)ccc1OCC(=O)O
→ 3 | 2
- CCCC1COC(Cn2cncn2)(c2ccc(Cl)cc2Cl)O1 (stereo not given)
→ -1 | -3
- Clc1ccc(C2N3CCCN23)c(Cl)c1 (stereo not given)
→ -12 | -13
- CC(C)(C)c1nc(N2CCN(C(=O)c3ccco3)CC2)c2nnn(Cc3ccccc3Cl)c2n1
→ 5 | 2

An excerpt; count on the stated rates, not on these rows.
